hcDAF-12 act: H. contortus DAF-12 nuclear receptor activators, primary screen, cell-based, luminescence, HEK293, lit1-tk-luc reporter | actives 1.4% (n = 370,000) | activation, % at 6.8 µM | AID 652067, 2013 | HEK293 hcDAF-12 lit1-tk-luc reporter; 0% DMSO, 100% Δ7-dafachronic acid;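 active = activation above the mean of all tested compounds plus 3 SD, cut at about 5.5% in these data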;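 note: 100% = response to 3 µM Δ7-dafachronic acid high control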
NPR2 activator: human GC-B receptor activators, primary screen, HEK293 GC-B cells, cGMP TR-FRET, EC30 CNP; 0% at EC30 CNP, 100% saturating CNP; activation, % at 10 µM; actives 0.11% (n = 370,000);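 active = activation at 10 µM reaching about 35% in either raw or pattern-adjusted values, limit read from the data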
hgDAF-12 ag: H. glycines DAF-12 receptor agonists, primary screen, cell-based, luminescence, HEK293, GAL4 fusion, UAS-luciferase. HEK293 GAL4-hgDAF12 UAS-luciferase reporter, agonist luminescence; normalized to butyrate control. actives 1.8% (n = 370,000). activation, % at 6.8 µM. Nuclear hormone receptor DAF-12 (Heterodera glycines), GAL4 fusion;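 active = activation above a cutoff set at the mean of all screened compounds plus 3 SD, cut at about 10% in these data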;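 note: 0% = DMSO wells and 100% = sodium butyrate wells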
SMARCA2 act: SMARCA2 (BRM) function activators, primary screen, cell-based, luminescence, high throughput; activation, % at 9.1 µM; MG213 cells, MMTV-luciferase reporter, dexamethasone, overnight; actives 1% (n = 370,000); AID 652017, 2013; in the data active = activation above about 7.8%;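 note: 0% = vehicle wells and 100% = reference activator wells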
ssDAF12 agonist: S. stercoralis DAF-12 nuclear receptor activators, primary screen, cell-based, luminescence, HEK293, GRIP1 co-expression, lit1-tk-luc. HEK293 ssDAF-12/GRIP1 lit1-tk-luc reporter; % of 3 µM dafachronic acid response. activation, % at 6.8 µM. actives 1% (n = 370,000);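 active = activation above the mean over all tested compounds plus 3 SD, cut at about 0.9% in these data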;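 note: 0% = DMSO-only wells and 100% = 3 µM delta7-dafachronic acid wells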
DAX1 inh-1: DAX1 (NR0B1) inhibitors, primary screen, cell-based, HEK293, Gal4-DAX1, luciferase luminescence; Nuclear receptor subfamily 0 group B member 1 (Homo sapiens), P51843; HEK293 Gal4-DAX1 luciferase reporter; inhibition, % at 6.75 µM; actives 0.99% (n = 340,000); AID 504766, 2011;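 active = inhibition above the mean over all tested compounds plus 3 SD, cut at about 4.2% in these data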;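 note: 0% = DAX1-transfected cells with DMSO and 100% = empty-vector control cells with DMSO; inhibition shows as a rise in luminescence from relieved DAX1 repression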
Target sequence (P51843 207-470 limits assumed): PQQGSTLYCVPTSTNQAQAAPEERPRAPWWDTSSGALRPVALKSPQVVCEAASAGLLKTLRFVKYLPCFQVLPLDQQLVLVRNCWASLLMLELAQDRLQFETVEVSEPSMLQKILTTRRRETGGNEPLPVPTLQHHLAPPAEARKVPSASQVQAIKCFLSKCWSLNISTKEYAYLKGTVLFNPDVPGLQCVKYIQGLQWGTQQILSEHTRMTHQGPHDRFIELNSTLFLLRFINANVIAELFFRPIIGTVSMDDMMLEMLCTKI
sPLA2-III inh: human group III sPLA2 inhibitors, primary screen, biochemical, QFRET, BODIPY PC-A2 liposome substrate; QFRET BODIPY PC-A2 liposome hydrolysis, fluorescence; inhibition, % at 12.2 µM; actives 0.56% (n = 370,000); AID 743126, 2013;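 active = inhibition above mean plus 3 SD of compounds lying within the high and low control bounds, cut at about 19% in these data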;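 note: 0% = median of test compound wells and 100% = no enzyme DMSO wells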
Target sequence (Q9NZ20 whole entry, looked up): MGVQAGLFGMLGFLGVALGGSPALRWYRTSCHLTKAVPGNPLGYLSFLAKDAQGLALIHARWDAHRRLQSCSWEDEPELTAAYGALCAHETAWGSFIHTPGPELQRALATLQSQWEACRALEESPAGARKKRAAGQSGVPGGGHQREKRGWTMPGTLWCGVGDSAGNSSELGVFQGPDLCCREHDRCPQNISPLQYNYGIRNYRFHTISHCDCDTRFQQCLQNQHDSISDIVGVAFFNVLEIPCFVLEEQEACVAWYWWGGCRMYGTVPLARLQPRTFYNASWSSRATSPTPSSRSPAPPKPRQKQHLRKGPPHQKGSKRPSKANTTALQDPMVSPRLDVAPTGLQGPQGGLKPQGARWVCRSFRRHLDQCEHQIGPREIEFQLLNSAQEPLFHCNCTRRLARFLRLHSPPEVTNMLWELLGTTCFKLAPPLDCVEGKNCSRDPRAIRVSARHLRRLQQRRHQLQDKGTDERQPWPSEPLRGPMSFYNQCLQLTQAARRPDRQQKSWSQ
KLK7 zymogen act: proKLK7 zymogen activators, primary screen, biochemical, fluorescence intensity; purified proKLK7, EDANS-DABCYL substrate fluorescence; 100% is mature enzyme control, 0% vehicle; activation, % at 7 µM; actives 0.9% (n = 370,000); AID 652039, 2013;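 active = activation above the mean of all tested compounds plus 3 SD, computed per campaign excluding outliers beyond control limits, cut at about 13% in these data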
Target sequence (P49862 whole entry, looked up): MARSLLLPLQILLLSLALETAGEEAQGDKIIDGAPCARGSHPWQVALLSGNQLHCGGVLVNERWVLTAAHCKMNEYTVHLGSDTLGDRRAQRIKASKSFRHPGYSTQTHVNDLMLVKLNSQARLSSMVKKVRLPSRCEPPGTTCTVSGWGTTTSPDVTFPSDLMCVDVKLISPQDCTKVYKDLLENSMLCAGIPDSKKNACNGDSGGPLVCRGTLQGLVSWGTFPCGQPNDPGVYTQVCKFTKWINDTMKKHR
NPR1 activator: GC-A stimulated cGMP production enhancers – HEK293 GC-A cells, cGMP TR-FRET, EC30 ANP, primary screen; Atrial natriuretic peptide receptor 1 (Homo sapiens), P16066; 0% at EC30 ANP, 100% saturating ANP; activation, % at 10 µM; actives 0.14% (n = 370,000); AID 1671463, 2021; in the data active = activation above about 40%
FXN GAA850 act: FXN promoter activators, primary screen, cell-based, luciferase luminescence, HEK293 lucGAA850; HEK293 lucGAA850 FXN promoter luciferase reporter, 24 h; percent of 10 µM SAHA response; activation, % at 6 µM; actives 0.56% (n = 360,000); AID 540364, 2011;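 active = activation above the average of all compounds screened plus 3 SD, cutoff fixed separately per campaign, cut at about 7.5% in these data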;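 note: 0% = DMSO wells and 100% = 10 µM SAHA wells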
DAX1 inh-2: DAX1 (NR0B1) inhibitors on StAR promoter, primary screen, cell-based, luminescence, SF-1 (NR5A1), full-length DAX-1 | HEK293T StAR-luciferase reporter, SF-1/DAX-1 repression relief | inhibition, % at 6.8 µM | actives 1.1% (n = 370,000) | AID 652010, 2013;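 active = inhibition above the mean over all tested compounds plus 3 SD, cut at about 3.6% in these data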;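 note: 0% = DAX-1 cells with DMSO and 100% = cells lacking DAX-1 with DMSO; higher inhibition means more luminescence from relief of DAX-1 repression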
Active calls of the source: *; x = not tested or not shown.

SMILES	hcDAF-12 act	NPR2 activator	hgDAF-12 ag	SMARCA2 act	ssDAF12 agonist	DAX1 inh-1	sPLA2-III inh	KLK7 zymogen act	NPR1 activator	FXN GAA850 act	DAX1 inh-2
COc1ccc2sc(N(CCCN(C)C)C(=O)c3ccc(S(=O)(=O)N(C)Cc4ccccc4)cc3)nc2c1	-0.5	2	0.3	-1	-1.2	-0.8	-1	0.1	-3	-0.7	-0.1
O=C(COC(=O)CNC(=O)c1ccccc1F)Nc1cccnc1Cl	0.3	-2	-0.3	-3	-0.8	1.7	0	0.2	0	0.7	2.0
CCOC(=O)C1=C(CC)Nc2ccccc2N=C1N	0.7	3	-2.2	-2	-1.2	-0.1	2	-0.7	0	-0.2	-0.3
CC(=O)Nc1cccc(-c2ccnc3c2CC(C)(C(=O)NCCC(F)(F)F)O3)c1 (stereo unspecified)	-1.3	1	1.9	1	-1.1	x	-6	0.6	-3	-5.1	-3.2
CCOc1ccc(C(=O)NC2CCN(CC(=O)NCc3ccccc3)CC2)cc1	1.7	-7	0.3	0	-0.7	-0.6	11	0.7	2	-1.9	-0.3
Cn1nc(C(=O)NCC2CCCO2)c2ccccc2c1=O (stereo unspecified)	-0.3	3	1.8	-2	-0.8	1.6	-2	-0.3	0	-2.7	-0.2
O=C(CNC(=O)C1CCCCC1)OCc1cc(=O)oc2ccc3ccccc3c12	0.6	-2	-0.9	1	-0.9	-1.0	17	-13	-4	2.9	-0.2
COc1ccc(Cl)cc1N(CC(=O)Nc1ccccc1C(=O)N1CCOCC1)S(C)(=O)=O	0.5	2	1.2	-1	-0.8	0.3	-2	0.2	0	-1.2	1.6
CC(C)(C)C1CCC(OC(=O)c2ccncc2)CC1 (stereo unspecified)	0.8	1	0.1	-1	-1.3	0.5	8	0.4	-2	3.5	0.6
CC(=NCc1ccco1)c1c(O)n(C2CCCCC2)c(=O)[nH]c1=O	-2.6	0	-0.8	-3	-1.1	0.7	-4	0.2	0	3.4	-0.5
COc1ccc(C(=O)NCc2nnc(SCC(=O)Nc3nc4ccc(C)cc4s3)o2)cc1OC	-0.3	4	4.0	-3	-1.2	0.0	6	-0.3	1	3.6	0.4
Cc1ccc2nc(SCC(=O)Nc3ccccc3F)nc(=O)n2c1	-0.9	0	1.4	-1	-1.4	0.1	-2	-0.7	3	-1.4	-0.5
CCCCc1ccc(-c2nn[nH]n2)nc1	0.2	-5	2.2	-5	-0.8	-0.9	5	0.0	2	1.2	-0.2
O=C(N/N=C/C=C/c1ccccc1)c1n[nH]c2c1CCC2	-1.3	-5	3.2	1	-1.2	0.1	5	0.0	-2	1.9	-1.2
Cc1cc2c(C)nc(N/N=C/c3ccccc3)nc2o1	-0.6	-3	4.0	4	-0.8	2.6	-7	1.8	0	2.4	1.5
CCOC(=O)CCCSc1nnc(CCCCCN2C(=O)c3cccc4cccc(c34)C2=O)o1	-1.5	-2	-2.7	-5	-1.3	0.8	4	-15	-2	0.1	-0.4
CN(C)S(=O)(=O)N(CC(=O)Nc1ccccc1C(F)(F)F)c1ccccc1	-0.4	-4	0.1	0	-1.1	x	-1	0.5	1	x	0.6
O=C(CCl)Nc1ccccc1Sc1ccc(Cl)cc1	-0.8	-3	1.2	-15	-1.4	-0.3	10	-0.1	45*	-2.9	-2.6
COc1ccc(N(CC(=O)NCc2ccco2)S(C)(=O)=O)cc1	1.4	1	1.1	-1	-1.0	-0.6	0	-0.3	5	0.2	0.9
CC(C)(C)CN1CCN(Cc2c[nH]c3ccccc23)CC1CCO (stereo unspecified)	3.5	1	3.1	-1	-0.2	3.7	-17	0.4	-6	-3.4	-0.4
Cc1c(C(c2cccc([N+](=O)[O-])c2O)c2c(C)n(C)n(-c3ccccc3)c2=O)c(=O)n(-c2ccccc2)n1C	1.4	-2	0.1	-3	-0.6	1.5	2	-0.2	0	-1.1	0.1
Cc1nc(CNS(=O)(=O)c2cccs2)cs1	-1.1	-2	1.4	-2	0.2	0.3	7	0.5	2	2.4	0.3
CCOC(=O)c1c(NC(=O)Cc2cccs2)sc2c1CCCC2	-0.9	1	1.4	0	-0.1	0.8	-5	-0.4	3	5.3	-0.2
COc1ccc(CNC(=O)C2CCCN2S(=O)(=O)c2ccc(F)cc2)cc1 (stereo unspecified)	-0.6	3	-3.7	-4	-2.0	-0.1	6	-0.5	-1	3.5	-0.5

Looked up one by one from above (two):
SMILES	hcDAF-12 act	NPR2 activator	hgDAF-12 ag	SMARCA2 act	ssDAF12 agonist	DAX1 inh-1	sPLA2-III inh	KLK7 zymogen act	NPR1 activator	FXN GAA850 act	DAX1 inh-2
Cc1c(C(c2cccc([N+](=O)[O-])c2O)c2c(C)n(C)n(-c3ccccc3)c2=O)c(=O)n(-c2ccccc2)n1C	1.4	-2	0.1	-3	-0.6	1.5	2	-0.2	0	-1.1	0.1
COc1ccc(N(CC(=O)NCc2ccco2)S(C)(=O)=O)cc1	1.4	1	1.1	-1	-1.0	-0.6	0	-0.3	5	0.2	0.9

Further records follow.
SMILES	hcDAF-12 act	NPR2 activator	hgDAF-12 ag	SMARCA2 act	ssDAF12 agonist	DAX1 inh-1	sPLA2-III inh	KLK7 zymogen act	NPR1 activator	FXN GAA850 act	DAX1 inh-2
COc1cc(CC(=O)Nc2sccc2C(N)=O)cc(OC)c1OC	-1.2	2	-0.2	-3	-0.7	0.2	-11	0.4	-5	2.0	0.1
O=C(CCC(=O)N(CC(=O)NC1CCCCC1)c1ccc2c(c1)OCO2)Nc1ccccn1	0.0	2	0.1	0	-1.1	-0.4	9	-0.6	6	2.3	-0.3
COc1ccc(/C(O)=C2\C(=O)C(=O)N(CCN3CCOCC3)C2c2ccccc2OC)cc1 (stereo unspecified)	0.8	-4	0.1	-3	-0.8	0.0	6	-0.4	-1	1.5	-1.0
CC(C)(C)c1ccc(-c2cc(NC(=O)Cc3c[nH]c4ccccc34)ccc2Nc2cccnc2)cc1	3.0	-4	1.7	-3	1.7*	x	1	-0.5	1	x	-0.2
O=C(CNC(=O)c1ccccc1)Nc1ccsc1C(=O)O	0.5	4	-0.1	3	-0.2	1.4	6	-0.4	-1	2.1	-0.5
CCOC(=O)[C@@]12CCCC=C1N(CCc1ccc(Cl)cc1)C(=O)[C@H]2CC(=O)NCc1cccc(C(F)(F)F)c1	-2.5	-4	4.0	-5	-1.9	x	-18	0.7	4	x	-1.1
COc1cccc(Nc2nc(N)nc(C(F)(F)F)n2)c1	-1.0	7	0.3	3	-1.2	3.9	-2	-0.2	0	6.2	-0.2
O=C(COC(=O)c1ccc2c(c1)OCO2)Nc1ncc(Cl)cc1Cl	0.7	-1	-2.1	1	-0.7	-1.4	-5	-0.3	2	0.3	-0.2
CCc1cc2ccc(C)c(C)c2nc1SCC(=O)NNC(=O)c1ccco1	-0.6	-1	-1.2	-1	-1.0	-0.4	-9	-0.3	0	0.2	0.2
O=C(c1cc(Cl)nc2ccccc12)N(Cc1nnc(-c2ccc(Cl)cc2)o1)C1CC1	1.1	-2	-0.3	2	-0.6	1.9	7	-0.1	5	1.5	-0.7
CC(=O)N1CCN(c2ccc(NC(=O)c3ccc(C)cc3)cc2)CC1	-1.9	-1	-0.3	4	-1.4	0.0	5	0.5	-1	-1.7	-0.3
O=C(Cn1ccc2cc(S(=O)(=O)N3CCCC3)ccc21)NCCc1ccccc1	0.9	0	-1.6	1	-1.1	-0.1	-3	-0.2	-4	3.1	-0.4
Cc1ccc(OCCNC(=O)c2cccc(S(=O)(=O)N3CCN(C)CC3)c2)cc1	0.5	-1	-2.0	-4	-1.3	-0.8	-12	0.9	-3	-0.2	0.7
CN(C)CC1CCCCC1OC(=O)c1ccc(Br)cc1 (stereo unspecified)	0.2	-4	-0.6	-2	-1.1	-0.3	-4	-0.2	-2	2.8	1.0
Cc1cn([C@H]2C[C@H](O)[C@@H](CNCc3cccc(OC4CCCC4)c3)O2)c(=O)[nH]c1=O	-0.4	-5	-1.8	-1	-0.6	1.6	1	0.1	2	2.4	-0.5
CCS(=O)(=O)N1N=C(c2cccs2)CC1c1cc2cc(C)ccc2nc1Cl (stereo unspecified)	-0.1	-4	3.7	2	-1.0	0.1	-3	-0.1	-6	4.5	0.7
Cc1cc(N2CCOCC2)nc(NCc2ccccc2)n1	-1.9	3	-4.5	-2	-1.6	-2.5	2	-0.1	2	1.9	-1.1
CC(C)(C)c1ccc(C(=O)O)c(C(=O)c2ccc(C(=O)O)cc2)c1	-1.3	5	1.8	3	-1.4	1.5	-4	-0.6	1	0.6	-0.1
Cc1nn(CCO)c2ncc(C(=O)c3cc(Cl)ccc3O)cc12	0.0	1	-2.1	1	-0.7	-0.6	-4	0.3	4	0.4	-0.1
CCc1noc(C)c1C(=O)NC1CC(C)(C)Cc2c1cnn2-c1ccccc1 (stereo unspecified)	-2.5	-3	-1.4	2	-1.2	-0.9	-2	0.0	-3	0.3	0.9
O=S(=O)(c1ccccc1)N(CC(O)CN1CCOCC1)c1ccccc1 (stereo unspecified)	-0.6	2	0.1	-4	-0.1	0.1	5	-0.6	-7	1.2	-0.1
O=C(O)Cc1ccc(-c2ccccc2)cc1	-0.5	-6	0.8	-2	-0.7	0.7	-2	-0.7	6	-0.7	0.1
COc1ccc(-n2nnc3c(SC(C(C)=O)C(=O)N(C)C)ncnc32)cc1 (stereo unspecified)	0.3	2	1.2	2	-0.8	1.2	5	-0.7	7	1.0	0.1
O=[N+]([O-])c1ccc(/C=N\N2CCN(c3ccc(Cl)cc3)CC2)cc1	0.0	6	-0.6	-1	-0.7	0.2	8	0.1	0	-1.6	0.5
Cc1ccc(NC(=O)CN(C)CC(=O)Nc2ccccc2-c2ccccc2)cc1	-1.4	-2	-2.4	3	-1.5	-1.1	-19	-0.4	-8	-0.1	-0.8
O=C(c1cc2cc(Cl)cc(Cl)c2oc1=O)N1CCOCC1	-0.7	9	0.2	0	-1.2	0.8	-1	3.1	8	-1.3	-0.2
CCOc1ncccc1C(=O)OCC(=O)Nc1ccc2c(c1)CCC2	-0.2	-2	1.8	2	-1.0	0.5	-4	-1.0	4	0.1	-0.7
CCS(=O)(=O)c1ccc(NC(=O)c2ccccc2Cl)c(O)c1	-0.2	3	2.7	-1	-0.6	-0.5	4	0.6	3	1.4	-0.1
Cc1ccc(NC(=O)C2=CN3CCS(=O)(=O)N=C3C=C2)cc1	0.8	1	0.5	-1	-0.9	1.3	1	-0.6	3	-0.8	0.9
N=c1n(CCO)c2ccccc2n1CCOc1ccccc1	-1.9	-6	0.5	-4	-0.8	1.2	9	-0.4	-7	0.6	-0.8

High-throughput results deposited in PubChem by several laboratories.
